High-throughput results as filed in PubChem.
thrombin 1536: inhibitors of human thrombin. P00734. alpha-thrombin, Boc-VPR-AMC fluorogenic substrate cleavage. inhibition, % at 5 µM. 220,000 tested, 0.26% active. AID 1046;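 active = inhibition at or above 40%; inactive = inhibition below 40%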;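 also: 0% = enzyme with no compound and 100% = wells without enzyme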
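Material: human alpha-thrombin protein. Incubation: reaction at ambient temperature. Technique: fluorescence of released AMC, ex 355 nm, em 460 nm. Control set: no-compound enzyme wells and no-enzyme blanks. Also added: Boc-VPR-AMC substrate, 15 µM final. Buffer or medium: pH 7.5 Tris (50 mM) with NaCl 150 mM, Tween 20 0.05%.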
Runt-SMMHC FRET: blocks binding of human RUNX1 Runt domain to CBFb-SMMHC. Q01196+Q13951. Cerulean-Runt/Venus-CBFb-SMMHC FRET ratio 530/480, 1 h. inhibition, % at 20 µM. 220,000 tested, 0.74% active;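 active = mean inhibition across duplicate retests at 20 µM reaching about 50%, limit read from the data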;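 also: 0% = DMSO wells and 100% = wells with excess untagged CBFb-SMMHC; inhibitors lower the FRET ratio by blocking Runt binding to CBFb-SMMHC; some results filed as inactive read as strong as hits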
Target sequence (Q01196 whole entry, looked up, the tested form may be a part): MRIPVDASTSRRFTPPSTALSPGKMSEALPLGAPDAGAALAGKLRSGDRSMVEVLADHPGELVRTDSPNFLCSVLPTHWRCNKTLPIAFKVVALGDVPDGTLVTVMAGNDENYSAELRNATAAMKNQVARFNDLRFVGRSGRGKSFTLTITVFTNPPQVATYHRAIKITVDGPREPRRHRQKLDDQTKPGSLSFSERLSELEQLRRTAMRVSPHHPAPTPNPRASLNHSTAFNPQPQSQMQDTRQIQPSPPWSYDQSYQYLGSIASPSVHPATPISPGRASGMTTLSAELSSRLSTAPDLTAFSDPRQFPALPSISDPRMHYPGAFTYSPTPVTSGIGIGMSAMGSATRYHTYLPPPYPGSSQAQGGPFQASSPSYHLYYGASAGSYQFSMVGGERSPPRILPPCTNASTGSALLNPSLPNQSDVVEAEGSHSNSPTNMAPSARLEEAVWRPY
Target sequence (Q13951 whole entry, looked up, the tested form may be a part): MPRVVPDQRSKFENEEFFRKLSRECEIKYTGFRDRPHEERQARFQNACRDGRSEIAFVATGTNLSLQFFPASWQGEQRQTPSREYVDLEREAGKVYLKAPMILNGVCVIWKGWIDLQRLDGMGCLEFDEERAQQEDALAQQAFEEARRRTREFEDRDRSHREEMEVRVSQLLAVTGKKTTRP
KLK5 inh: kallikrein 5 (human) inhibition; recombinant hK5, fluorogenic AMC substrate cleavage; inhibition, % at 5 µM; 210,000 tested, 0.59% active;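 active = inhibition of 40% or more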;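 also: 0% = enzyme controls without compound and 100% = no-enzyme blanks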
Target sequence (Q9Y337 67-293 limits assumed): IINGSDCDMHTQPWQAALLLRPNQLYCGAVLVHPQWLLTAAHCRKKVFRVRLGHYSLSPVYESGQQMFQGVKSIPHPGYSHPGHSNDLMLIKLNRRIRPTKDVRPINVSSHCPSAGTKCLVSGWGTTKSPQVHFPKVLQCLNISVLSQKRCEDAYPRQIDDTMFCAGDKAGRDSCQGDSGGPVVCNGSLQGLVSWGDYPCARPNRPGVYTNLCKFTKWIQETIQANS
Hck Nef HTS: blocks Nef-activated human Hck kinase; Recombinant Hck-YEEI plus Nef, Z-Lyte FRET kinase assay; 220,000 tested, 0.68% active; inhibition, % at 20 µM; AID 463187; P08631;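 active = Hck-Nef kinase inhibition above about 50%, limit read from the data; inactive = inhibition below that limit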;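 also: 0% = DMSO with Hck plus Nef and 100% = Hck alone without Nef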
FXIa inh 1536: blocks human coagulation factor XIa protease activity; P03951; 220,000 tested, 0.14% active; purified FXIa, Boc-Glu-Ala-Arg-AMC fluorogenic substrate; AID 798; inhibition, % at 5 µM;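 active = inhibition of at least 40%; inactive = inhibition below 40%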;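 also: fluorescence of freed AMC excited at 355 nm; 0% = enzyme without compound and 100% = no enzyme blank; many of its hits are not listed in these tables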
Runt-CBFb FRET: inhibitors of human RUNX1 Runt domain binding to CBFb. Q01196+Q13951. inhibition, % at 20 µM. 220,000 tested, 0.46% active. Cerulean-Runt/Venus-CBFb FRET ratio 530/480, 1 h;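 active = inhibition over about 50% at 20 µM in the single-dose screen, limit read from the data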;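 also: 0% = DMSO wells and 100% = excess unlabeled CBFb competitor control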
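Assay system: Cerulean-tagged RUNX1 Runt domain (FRET donor) fusion protein / Amount: 100 nM each of Venus-CBFb and Cerulean-Runt domain / Medium: Tris buffer pH 7.5 with salts and BSA / Also added: Venus-CBFb 100 nM / Schedule: 1 h complex formation plus 1 h compound treatment, room temperature / Signal: FRET fluorescence / Read-out: loss of energy transfer signal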
FXIIa inh: factor XIIa (human) inhibition. inhibition, % at 5 µM. AID 800. P00748. 220,000 tested, 0.3% active. purified FXIIa, Boc-QGR-AMC fluorogenic substrate, 2 h; in the data active = inhibition above about 40%;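 also: 0% = enzyme with no compound and 100% = blank without enzyme; many of its hits are not listed in these tables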
Wee1 stabilizer: human Wee1 degradation inhibition, primary screen. reporter increase, % at 5 µM. 220,000 tested, 1.2% active. HeLa Luc-Wee1K328M stability, luciferase luminescence; 100% = proteasome inhibitor MG132 effect. AID 1321;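 active = activation above the mean of all tested compounds plus 3 SD, set per screening run, cut at about 8.8% in these data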;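 also: cells exposed to compound for 20 h before luminescence read; 0% = DMSO alone and 100% = MG132 at 30 µM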
14-3-3 Bad inh: disrupts binding of bovine 14-3-3 zeta to phospho-Bad peptide. P63103. TR-FRET 14-3-3zeta/Dy647-pBad peptide displacement, 1 h. inhibition, % at 21.7 µM. AID 781. 220,000 tested, 0.71% active;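 active = inhibition above about 70%, limit read from the data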;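 also: 0% = full 14-3-3 plus peptide FRET controls and 100% = background without 14-3-3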
Numbers without * were called inactive; / = no result given; [ ] = remark or other dose. Hits appear at their usual frequency; about 4.2% have a hit in one of these screens.

SMILES	thrombin 1536	Runt-SMMHC FRET	KLK5 inh	Hck Nef HTS	FXIa inh 1536	Runt-CBFb FRET	FXIIa inh	Wee1 stabilizer	14-3-3 Bad inh
NC(=O)c1ccc(NC(=O)c2ccc3c(c2)OCO3)cc1	3	0	4	0	16	-1	14	6	5
CC(=O)c1c(C(C)=O)c(C)n(-c2ccc(N)cc2)c1C	30	1	17	3	16	2	16	-1	-16[fluorescence artefact?]
O=C1Nc2ccccc2/C1=N/N=C/c1cccc(O)c1	-6	-7	-2	28	0	1	-2	0	-2
O=C(OCC(=O)N1CCN(C(=O)c2ccco2)CC1)C1=COCCO1	-6	4	-14	-1	2	-1	10	-2	-1[fluorescence artefact?]
NC(=O)CSc1nnc(-c2ccccn2)n1Cc1ccco1	-9	1	-3	29	-5	2	2	-2	-3
O=S(=O)(NCc1ccccc1)NCc1ccccc1	-4	0	-2	19	-2	-1	1	-1	-2
Cc1ccc(N)cc1CN1CCCC1=O	-6	0	4	0	-6	1	3	-2	-4
O=C(c1cccnc1)N1CCN(S(=O)(=O)c2ccc3ccccc3c2)CC1	3	1	2	2	2	0	18	1	-5
CCc1ccc(OCC(=O)NC(=S)Nc2ccc(C(C)=O)cc2)c(Br)c1	-4	-1	-4	29	-7	0	-4	0	-2
COC(=O)N1CC=CC1(C)C(=O)NCc1cc(F)cc(C(F)(F)F)c1 (stereo not drawn)	-2	4	-9	-1	-2	-1	5	-1	10
CCC(C)(C)NC(=O)C1CCN(S(=O)(=O)c2cccs2)CC1	1	1	-11	19	-5	-1	4	-1	-21
Cc1ccc(SCc2cc(=O)[nH]c(/N=C(\N)Nc3ccc(C)c(C)c3)n2)cc1	-8	3	-3	-2	-14	0	-7	0	-7
Clc1ccc(NC2=NCCC2)cc1Cl	2	-3	-19	-2	19	-1	14	0	-2
O=C(CNC(=O)c1ccccc1)NCC(=O)OCC(=O)c1ccccc1	-7	-3	1	19	-1	0	9	0	-2
CCOc1ccc(-n2c(COc3ccccc3)nnc2SCC(N)=O)cc1	-20	3	-15	-1	-6	-1	10	0	-7[fluorescence artefact?]
CC(=O)N1CCCc2cc(S(=O)(=O)N3CCC(C)CC3)ccc21	2	3	-6	-7	9	-3	12	3	0
c1ccc(C2[C@H]3CN(CC4CCCCC4)[C@H](c4ccccc4)C34CC2(c2cccnc2)C4)cc1 (stereo partly drawn)	2	-7	2	22	2	-1	6	/	2
CCO[C@@H]1OC(C(=O)N2CCCCCCC2)=C[C@H](c2ccc(C(F)(F)F)cc2)[C@H]1CCCO	-1	-11	-1	1	-1	-5	6	0	-1
CC(=O)NC(Cc1ccccc1)C(C)=O (stereo not drawn)	-9	-2	-5	13	-4	2	-3	2	-6
CCOC(=O)C1CCCN(CC(=O)Nc2cccc(C(C)=O)c2)C1 (stereo not drawn)	-7	2	-2	-13	-5	2	4	1	29
CCOc1cccc(/C=C/c2cc(C(=O)O)c3ccccc3n2)c1OC	-1	0	1	18	1	0	8	-1	2
CCCCn1c(N)c(N(CCC(C)C)C(=O)COC(=O)c2ccco2)c(=O)[nH]c1=O	10	2	6	-7	-19	-4	19	-1	-8
CC(=O)Nc1ccc2nc(-c3cccnc3)[nH]c2c1	3	5	-21	-2	3	-1	6	2	14
CCCNC(=O)CN(Cc1ccco1)S(=O)(=O)c1ccc(OCC)cc1	-3	5	-9	7	6	1	10	-3	8[fluorescence artefact?]
Cc1cc(C)nc(/N=C2\NC(=O)CC(C(=O)O)N2c2ccc(Oc3ccccc3)cc2)n1 (stereo not drawn)	3	-3	-11	2	1	-3	11	-2	-1
CCOC(=O)C/C(C)=N/NC(=O)c1cccs1	-1	-104	3	1	4	1	13	4	14
COc1cccc(NC(=O)C(=O)NCc2ccncc2)c1	5	-3	-2	0	-3	3	8	5	-14
CC1CCN(c2nnc(N)s2)CC1	-4	4	3	0	-2	/	-3	0	-5[fluorescence artefact?]
O=[N+]([O-])c1ccc(-c2cnc[nH]2)cc1	-3	-3	0	19	-3	2	-1	-1	3
CC(C)CC(NC(=O)OC(C)(C)C)c1cn([C@@H](Cc2cc3ccccc3[nH]2)C(=O)N2CCN(C(=O)OC(C)(C)C)CC2)nn1 (stereo partly drawn)	2	-2	2	-7	4	-4	10	-3	-6
COC(=O)CCC(=O)NN1C(=O)c2ccccc2C1=O	-3	-1	-7	-7	-3	-2	1	2	1
COc1ccc(N2CCN(c3oc(COc4ccc(Cl)cc4Cl)nc3C#N)CC2)cc1	2	0	11	1	23	0	31	-1	3
CCOC(=O)CNC(=O)CSc1nc2ncc(Br)cc2[nH]1	5	-4	-12	5	4	-2	21	-1	-2
CCCC1CCC(c2ccc(C(N)=O)cc2)CC1 (stereo not drawn)	1	0	-15	-1	-7	/	-6	-3	/
O=C(CCN1C(=O)c2ccccc2C1=O)NC(=S)Nc1ccccc1	-9	1	10	0	-4	0	9	6	-7
CCN(CC)C(=O)CCc1nnc(CCc2c[nH]c3ccccc23)o1	-14	4	0	15	0	0	3	0	-15
COc1ccc2c(c1)c1nc3ccccc3nc1n2Cc1ccc(OC)c(OC)c1	-3	-74	-3	3	4	-18	11	-3	16
Cc1ccc(C(=O)NCc2ccccc2)cc1Br	-1	6	-5	3	4	-3	9	-3	12
O=C(O)c1c(-c2ccc(Cl)cc2)cn2ccccc12	-4	3	-8	18	1	-1	5	-1	-5
Cc1ccc(S(=O)(=O)NNC(=O)Nc2ccc(Cl)c(Cl)c2)cc1	3	-1	-15	0	0	4	1	1	-5

3 compounds from above, arranged by the value under FXIIa inh, high to low.
SMILES	thrombin 1536	Runt-SMMHC FRET	KLK5 inh	Hck Nef HTS	FXIa inh 1536	Runt-CBFb FRET	FXIIa inh	Wee1 stabilizer	14-3-3 Bad inh
CCCNC(=O)CN(Cc1ccco1)S(=O)(=O)c1ccc(OCC)cc1	-3	5	-9	7	6	1	10	-3	8[fluorescence artefact?]
COc1cccc(NC(=O)C(=O)NCc2ccncc2)c1	5	-3	-2	0	-3	3	8	5	-14
CC(=O)Nc1ccc2nc(-c3cccnc3)[nH]c2c1	3	5	-21	-2	3	-1	6	2	14

(next part)
SMILES	thrombin 1536	Runt-SMMHC FRET	KLK5 inh	Hck Nef HTS	FXIa inh 1536	Runt-CBFb FRET	FXIIa inh	Wee1 stabilizer	14-3-3 Bad inh
COc1ccccc1NC(=O)c1cc(S(=O)(=O)N2CCOCC2)ccc1Cl	-5	5	-15	1	0	0	10	-1	-1[fluorescence artefact?]
O=C(CCCn1c(=O)[nH]c2cc(Cl)ccc2c1=O)NCCCN1CCCC1	0	-2	14	12	-25	0	11	-1	10
O=C(OCc1nnc(-c2ccccc2)o1)c1ccc(Cl)cc1	-7	-6	12	13	0	-2	6	-2	-7
COc1ccccc1C(c1nnnn1C(C)(C)C)N1CCCCCC1 (stereo not drawn)	3	2	-10	-3	0	-4	9	8	6[fluorescence artefact?]
COc1ccc(-c2cc(=NC(CC(C)C)C(=O)O)c3cc(C)ccc3o2)cc1 (stereo not drawn)	-21	11	-65	3	5	-2	-8	12*	-2
O=C(CSc1nccc(-c2cccs2)n1)Nc1cccc(Cl)c1Cl	-4	-4	-5	9	-4	3	3	1	-4
Cc1sc2nc(SCc3ccc(C(=O)O)cc3)n(Cc3ccco3)c(=O)c2c1C	-7	-2	0	17	-1	36	5	-3	-7
COCCCNC(=O)CCn1c(=O)c2ccccc2n(CC(=O)Nc2cc(Cl)ccc2C)c1=O	-11	-5	-14	4	-4	0	-16	-1	-12
CCNc1nc(NCC)nc(N/N=C/c2ccc(OC)cc2)n1	-6	-2	2	21	-1	-1	6	0	2
CCOc1ccc(/C=C/c2c([N+](=O)[O-])c(=O)n(C)c(=O)n2C)cc1	-7	-3	1	18	3	0	7	-3	-2
O=C(c1ccccc1Oc1ccccc1)N1CCN(c2ccc(F)cc2)CC1	-1	3	-8	1	-11	-3	-7	2	-9
CCn1nc(NC(=O)C2CCCO2)c2cc3cccc(C)c3nc21 (stereo not drawn)	-2	81*	-3	55*	-3	48	4	1	-2
CC(=O)Nc1ccc(C(=O)CSc2nnnn2C(C)C)cc1	0	1	-10	-4	2	0	8	3	0
Cc1ccc(SCc2[nH]nc3c2C(c2ccc(C)o2)C(C#N)=C(N)O3)cc1 (stereo not drawn)	1	-5	7	4	-1	4	14	2	-10
Cc1ccccc1Cn1nc(C)c(NC(=O)c2sc3ccccc3c2Cl)c1C	-1	0	-3	5	-2	1	4	-4	39
CN(C)c1nc(N)nc(CSc2n[nH]c(-c3ccccc3)n2)n1	-8	1	-5	8	7	-1	20	-1	0
O=C1C(Cl)=C(N2CCN(c3ccccc3[N+](=O)[O-])CC2)C(=O)c2ccccc21	-4	-4	-11	17	6	-1	13	2	13
Cc1cc(C)nc(SCc2ccc(C(=O)N/N=C/c3cccc(O)c3O)cc2)n1	-7	-1	-53	4	3	8	9	2	-19

By substructure: the compounds so far with an NH in an aromatic ring.
SMILES	thrombin 1536	Runt-SMMHC FRET	KLK5 inh	Hck Nef HTS	FXIa inh 1536	Runt-CBFb FRET	FXIIa inh	Wee1 stabilizer	14-3-3 Bad inh
Cc1ccc(SCc2cc(=O)[nH]c(/N=C(\N)Nc3ccc(C)c(C)c3)n2)cc1	-8	3	-3	-2	-14	0	-7	0	-7
CCCCn1c(N)c(N(CCC(C)C)C(=O)COC(=O)c2ccco2)c(=O)[nH]c1=O	10	2	6	-7	-19	-4	19	-1	-8
CC(=O)Nc1ccc2nc(-c3cccnc3)[nH]c2c1	3	5	-21	-2	3	-1	6	2	14
O=[N+]([O-])c1ccc(-c2cnc[nH]2)cc1	-3	-3	0	19	-3	2	-1	-1	3
CC(C)CC(NC(=O)OC(C)(C)C)c1cn([C@@H](Cc2cc3ccccc3[nH]2)C(=O)N2CCN(C(=O)OC(C)(C)C)CC2)nn1 (stereo partly drawn)	2	-2	2	-7	4	-4	10	-3	-6
CCOC(=O)CNC(=O)CSc1nc2ncc(Br)cc2[nH]1	5	-4	-12	5	4	-2	21	-1	-2
CCN(CC)C(=O)CCc1nnc(CCc2c[nH]c3ccccc23)o1	-14	4	0	15	0	0	3	0	-15
O=C(CCCn1c(=O)[nH]c2cc(Cl)ccc2c1=O)NCCCN1CCCC1	0	-2	14	12	-25	0	11	-1	10
Cc1ccc(SCc2[nH]nc3c2C(c2ccc(C)o2)C(C#N)=C(N)O3)cc1 (stereo not drawn)	1	-5	7	4	-1	4	14	2	-10
CN(C)c1nc(N)nc(CSc2n[nH]c(-c3ccccc3)n2)n1	-8	1	-5	8	7	-1	20	-1	0
